Source: PubChem BioAssay
PKA-R2B activ: activators of PKA-R2B holoenzyme, primary screen, biochemical, fluorescence polarization, Cy5-IP20, human; PKA-R2B holoenzyme dissociation; R2B truncated from residue 108, S112A mutant; 0% DMSO only, 100% 113 µM cGMP; activation, % at 11.4 µM; 0.079% of 340,000 active; AID 504700, 2011;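 active = activation above a cutoff set at the mean over all compounds plus 3 SD, cut at about 18% in these data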;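 also: higher means more holoenzyme dissociation and a rise in polarization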
Target sequence (P31323 whole entry, looked up, other chains not shown, the tested form may be a part): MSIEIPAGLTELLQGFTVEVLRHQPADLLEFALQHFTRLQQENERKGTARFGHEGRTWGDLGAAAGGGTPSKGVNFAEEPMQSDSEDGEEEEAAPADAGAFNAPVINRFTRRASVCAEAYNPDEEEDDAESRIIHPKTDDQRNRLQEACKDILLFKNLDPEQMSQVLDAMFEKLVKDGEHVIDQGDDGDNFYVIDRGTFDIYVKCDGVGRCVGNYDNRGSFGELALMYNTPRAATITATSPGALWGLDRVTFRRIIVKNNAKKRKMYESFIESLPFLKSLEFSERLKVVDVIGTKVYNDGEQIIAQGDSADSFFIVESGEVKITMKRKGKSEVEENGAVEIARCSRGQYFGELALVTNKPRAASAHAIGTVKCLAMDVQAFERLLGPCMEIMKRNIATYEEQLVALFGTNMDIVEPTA
phage Ecoli inh: growth loss of phage-infected E. coli, primary screen, RecBCD inhibitor project, absorbance, with phage, HTS; inhibition, % at 11.9 µM; 0.26% of 360,000 active; AID 651602, 2012; in the data active = inhibition above about 11%
PKA-R1A activ: activators of PKA-R1A holoenzyme, primary screen, biochemical, fluorescence polarization, Cy5-IP20, bovine R1A, mouse PKAc; 0.083% of 340,000 active; PKA-R1A dissociation; scaled: DMSO 0%, 113 µM cGMP 100%; cAMP-dependent protein kinase type I-alpha regulatory subunit (Bos taurus) + …; activation, % at 11.4 µM;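 active = percent activation above the mean of all tested compounds plus 3 SD, cut at about 19% in these data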;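 also: higher means more PKAc released from R1A so a rise in polarization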
* marks the source's active call; other numbers are inactive results.

SMILES	PKA-R2B activ	phage Ecoli inh	PKA-R1A activ
C[C@@H]1CN([C@H](C)CO)S(=O)(=O)c2ccc(C#Cc3cccc(F)c3)cc2O[C@@H]1CN(C)C(=O)CN1CCOCC1	-7	-0.1	-13
NS(=O)(=O)c1ccc(CCNC(=O)COC(=O)Cc2ccc(Cl)cc2)cc1	7	0.9	12
COc1ccc(OC)c(NC(=O)c2cccc(NC(=O)c3ccco3)c2)c1	-3	-0.2	-12
O=C(NC(CC(=O)N1CCN(c2ccccc2)CC1)c1ccccc1)c1ccccc1 (stereo not drawn)	1	-0.5	4
CN(C)CC(=O)Nc1ccc2c(c1)[C@H]1C[C@H](CC(=O)NCc3ccc4c(c3)OCO4)O[C@H](CO)[C@H]1O2	-1	-1.4	-3
CN(CC1COc2ccccc2O1)C(=O)CCNS(=O)(=O)c1ccc(F)c(Cl)c1 (stereo not drawn)	4	3.5	-9
CCc1ccc(CN2CCC(n3nccc3NC(=O)c3ccccc3OC)CC2)o1	4	1.6	8
Cc1cc(C)c2cc(C#N)c(NCCCNC(=O)c3cccnc3)nc2c1	1	0.3	7
CC(C)=CCCC(C)=CCN1C(=O)CN(C)C1=O	8	-0.2	2
C[C@@H]1CN([C@@H](C)CO)C(=O)CCCn2nncc2CO[C@H]1CN(C)S(=O)(=O)c1ccc(-c2ccccc2)cc1	-2	1.0	-5
CCCCN1C(=O)C(CC(=O)NC2CCCCC2)CC(C(=O)N(C)C)=C1C (stereo not drawn)	-11	2.6	-14
COc1cccc(CN2CC(C(=O)N3CCSCC3)CCC2=O)c1 (stereo not drawn)	-5	2.5	-4
O=S(=O)(NC1CCc2ccccc21)c1ccccc1 (stereo not drawn)	-7	3.5	3
CC1(C)CC(=O)C=C(C#CC2(O)CCCCC2)C1	0	1.4	-4
COc1cc(C(=O)NCCC(=O)NCc2cccs2)cc(OC)c1OC	2	4.3	7
C[C@@H]1CN([C@@H](C)CO)C(=O)CCCn2nncc2CO[C@@H]1CN(C)C(=O)c1ccncc1	3	2.7	-3
COc1ccc(OC)c(NS(=O)(=O)c2ccc3[nH]c(=O)[nH]c3c2)c1	5	1.5	13
O=C(O)C(=O)Nc1ncn[nH]1	-7	-1.6	1
Fc1ccc(-c2nc3ccc(Br)cn3c2Cc2ccccc2)cc1	-2	3.3	-14
COc1ccc(C(C)=O)cc1CON=C1CSCc2ccccc21	-10	2.9	-8
O=C(c1ccoc1)N1CCN(c2cc(-c3cccnc3)nc3cc(-c4cccc(Cl)c4)nn23)CC1	-13	1.6	-3
O=S(=O)(c1ccc(NC(=S)N2CCCCC2)cc1)N1CCCCC1	-10	0.4	-7
COCCN(C(=O)c1ccco1)c1nc(-c2ccc(OC)cc2)cs1	0	3.6	-3
C/C=C/c1cnc2c(c1)C(=O)N([C@H](C)CO)C[C@@H](C)[C@@H](CN(C)C(=O)NC1CCCC1)O2	2	4.3	0

Structural class, the compounds so far containing fluorine
SMILES	PKA-R2B activ	phage Ecoli inh	PKA-R1A activ
C[C@@H]1CN([C@H](C)CO)S(=O)(=O)c2ccc(C#Cc3cccc(F)c3)cc2O[C@@H]1CN(C)C(=O)CN1CCOCC1	-7	-0.1	-13
CN(CC1COc2ccccc2O1)C(=O)CCNS(=O)(=O)c1ccc(F)c(Cl)c1 (stereo not drawn)	4	3.5	-9
Fc1ccc(-c2nc3ccc(Br)cn3c2Cc2ccccc2)cc1	-2	3.3	-14

Next part
SMILES	PKA-R2B activ	phage Ecoli inh	PKA-R1A activ
COCOCCn1cc(CN2CCS(=O)(=O)N(Cc3ccc(-c4ccccc4)cc3)C(C(C)C)C2=O)nn1 (stereo not drawn)	-5	0.9	-1
COCC(=O)Nc1ccc2c(c1)[C@@H]1C[C@H](CC(=O)NCc3cccc(F)c3)O[C@@H](CO)[C@@H]1O2	-5	0.2	-7
CN1OC[C@@H]2CN(C(=O)C(C)(C)C)[C@H](c3ccc(-c4cc5ccccc5o4)cc3)C[C@@H]21	4	-0.2	-6
COc1ccc(CN(C)C(=O)CCNS(=O)(=O)c2ccccc2)c(OC)c1	-3	2.3	-1
O=S(=O)(c1cccnc1)N1CCCC(Nc2ccc(F)c(F)c2)C1 (stereo not drawn)	0	-1.3	-2
COc1ccc(NC(=S)N2CCC3CC2c2c(Cl)cccc23)c(OC)c1 (stereo not drawn)	-8	1.4	4
C[C@H](CO)N1C[C@H](C)[C@@H](CN(C)C(=O)c2cccc(F)c2)Oc2cc(-c3cncnc3)ccc2S1(=O)=O	4	3.2	0
COc1ccc(C(=O)N2CCN(c3nc4cc(C)cc(C)c4cc3C#N)CC2)cc1	-4	1.2	-6
CN(Cc1c(C(=O)N/N=C/c2ccccc2O)nnn1-c1nonc1N)C1CCCCC1	-8	3.7	3
O=c1[nH]nc(-c2cc(-c3ccccc3)nc3ccccc23)o1	-10	4.1	-6
CCc1nc2c(=O)[nH]cnc2o1	2	2.2	12
COc1ccc(N)cc1NC(=O)CN1CCOCC1	-4	3.0	8
O=C1NCCCC1(c1ccccc1)c1ccccc1	2	3.6	-2
O=C(c1cc(COc2cccc3cccnc23)on1)N1CCC[C@H]1CO	-17	2.2	7
O=C(c1cccs1)N1CCN(Cc2nc(-c3ccccc3)no2)CC1	1	0.4	-8
c1ccc2c(c1)-c1nc3ccccc3cc1C2N1CCCCC1 (stereo not drawn)	-8	1.8	3
Cc1cc(C)c(NC(=O)CNC(=O)c2cc(C3CC3)nc3c2cnn3C(C)C)c(C)c1	-10	0.8	-4
O=C(COC(=O)/C=C/c1cccc(F)c1)NCc1ccc2c(c1)OCO2	-6	0.6	-6
Cc1cccc(NC(=O)CN(C)S(=O)(=O)c2cnc[nH]2)c1C	4	2.2	12
CCCCN(C(C)=O)c1ccc2c(c1)C1CC2CCN1Cc1ccccc1 (stereo not drawn)	3	2.3	6
CCN(CC(=O)Nc1ccc(OC)cc1)C(=O)c1cccc(S(=O)(=O)N2CCN(c3ccccc3)CC2)c1	-2	2.5	-5
Nc1cc(S(=O)(=O)c2ccc(N3CCCCC3)c(N)c2)ccc1N1CCCCC1	0	1.8	2
O=[N+]([O-])c1ccc2cn(C3OC(CO)C(O)C3O)nc2c1 (stereo not drawn)	-24	4.1	-18
COc1ccc(CN(C)C[C@H]2OCc3cnnn3CCCC(=O)N([C@H](C)CO)C[C@@H]2C)cc1	1	4.2	-6
C[C@@H]1CN([C@@H](C)CO)C(=O)CCCn2nncc2CO[C@H]1CN(C)S(=O)(=O)c1ccccc1C#N	-9	3.4	-2
O=C(NCc1nnnn1-c1ccc(Cl)cc1)C1CC(=O)N(c2ccc(F)cc2)C1 (stereo not drawn)	0	5.7	-3
Cc1ccc([C@H]2N[C@]3(CCCN(Cc4ccc(F)cc4)C3=O)[C@H]3C(=O)N(C)C(=O)[C@@H]23)cc1	9	2.3	-2
C[C@@H]1CN([C@@H](C)CO)S(=O)(=O)c2ccc(C#CC(C)(C)O)cc2O[C@H]1CN(C)C(=O)C1CCCCC1	11	-2.9	-5
O=C(Cn1cc(F)c(=O)[nH]c1=O)c1ccco1	4	4.0	4
C[C@H](CO)N1C[C@H](C)[C@@H](CN(C)Cc2ccc(Oc3ccccc3)cc2)OCc2cnnn2CCCC1=O	9	1.4	4
CCCCN1C(=O)C(CC(=O)NC2CCCC2)CC(C(=O)N(C(C)C)C(C)C)=C1C (stereo not drawn)	-3	1.3	-4
COc1ccc(S(=O)(=O)N2CCOC2CNC(=O)C(=O)NCc2ccccn2)cc1OC (stereo not drawn)	12	5.2	2
COc1ccc(NC(=O)N(C)[C@H]2C[C@H]3c4[nH]c5ccccc5c4CCN3C(=O)[C@H]2CO)cc1	9	0.9	-8
CC(C)C1C(=O)N(Cc2cn(Cc3ccco3)nn2)CCS(=O)(=O)N1Cc1ccc(-c2ccc(Cl)c(Cl)c2)cc1 (stereo not drawn)	-9	-0.3	-8
C[C@H](NC(=O)C1CCN(S(=O)(=O)c2ccccc2)CC1)C(=O)NC1CC1	-4	2.9	4
Cc1cccc(NC(=O)COC(=O)CN2C(=O)C3CCCCC3C2=O)c1C (stereo not drawn)	1	1.4	3
Cn1c(=O)c2c(-c3ccccc3)n(-c3ccccc3N)cc2n(C)c1=O	-13	1.5	2
Cc1ccccc1CN(C)C[C@@H]1OCc2cnnn2CCCC(=O)N([C@@H](C)CO)C[C@H]1C	1	3.5	11
CCN(CC)CCN(C(=O)c1ccc2c(c1)CCCC2)c1nc2c(OC)cccc2s1	-2	2.3	-1
N#CC(C#N)c1ccnc2ccccc12	-7	4.7	0
O=C(Nc1cc(F)ccc1F)c1ccc2c(=O)n3c(nc2c1)CCC3	1	2.3	4
CCn1cc(CN2CCCC(C(=O)Nc3cccc(-n4cccn4)c3)C2)cn1 (stereo not drawn)	4	3.1	-5
CC(=O)c1ccc(OCC(=O)N(C)C2CCS(=O)(=O)C2)cc1 (stereo not drawn)	-5	2.6	5
COc1ccc(CCC(=O)Nc2ccc(S(=O)(=O)N3CCOCC3)cc2)cc1OC	-8	1.7	-10
COc1cc(C(C)n2nnc3ccccc32)ccc1O (stereo not drawn)	-1	4.6	-6
COCCCN(Cc1cc(OC)c(OC)c(OC)c1)C(=S)Nc1cccc(SC)c1	11	2.6	-4
CN(Cc1ccccc1)S(=O)(=O)c1ccc(Cl)c(C(=O)N2CCOCC2)c1	-6	2.3	5
CN(C)S(=O)(=O)n1cc(/C=C(\NC(=O)c2ccccc2F)C(=O)NCCN2CCOCC2)c2ccccc21	-2	1.2	6

By substructure, those above containing a cyano group
SMILES	PKA-R2B activ	phage Ecoli inh	PKA-R1A activ
Cc1cc(C)c2cc(C#N)c(NCCCNC(=O)c3cccnc3)nc2c1	1	0.3	7
COc1ccc(C(=O)N2CCN(c3nc4cc(C)cc(C)c4cc3C#N)CC2)cc1	-4	1.2	-6
C[C@@H]1CN([C@@H](C)CO)C(=O)CCCn2nncc2CO[C@H]1CN(C)S(=O)(=O)c1ccccc1C#N	-9	3.4	-2
N#CC(C#N)c1ccnc2ccccc12	-7	4.7	0

(continued)
SMILES	PKA-R2B activ	phage Ecoli inh	PKA-R1A activ
CCCC#Cc1cnc2c(c1)C(=O)N([C@H](C)CO)C[C@@H](C)[C@@H](CN(C)C(=O)Nc1cccc(F)c1)O2	4	0.4	-10
CC1C(=O)N(Cc2cn(CC3CCCCC3)nn2)CCS(=O)(=O)N1Cc1ccc(-c2cccc(CO)c2)cc1 (stereo not drawn)	-3	1.6	-2
COc1ccc(CNC(=O)C2CCN(S(=O)(=O)c3ccc(N4CCCC4=O)cc3)CC2)cc1	4	2.8	1
C[C@@H](O)CNC(=O)c1[nH]cnc1C(=O)Nc1cccc(Cl)c1	10	3.2	8
COc1ccc(NC(=O)N(C)C[C@@H]2OCc3cn(nn3)CCCC(=O)N([C@H](C)CO)C[C@H]2C)c(OC)c1	9	2.1	2
COc1ccc(NC(=O)CCCOc2ccc(C)cc2)cc1S(=O)(=O)N1CCCCC1	1	1.1	4
O=C(N/N=C/c1ccc(N2CCOCC2)s1)c1ccc(O)cc1	0	0.0	-6
COc1cc(C)ccc1OCc1cc(C(=O)NC(c2ccccn2)C(F)(F)F)no1 (stereo not drawn)	1	3.6	-14
COc1ccc2c([N+](=O)[O-])c(N3CCOCC3)[nH]c2c1	-5	2.2	1
CC(=O)c1ccc(OCC(=O)Nc2nnc(C3CC3)s2)cc1	20*	2.3	0
CCN(CC(=O)Nc1c(F)cccc1F)C(=O)CCCN1C(=O)c2cccc3cccc(c23)C1=O	-7	1.3	-5
NC(=O)C(CCc1nc2ccccc2[nH]1)NS(=O)(=O)c1ccccc1 (stereo not drawn)	0	3.3	1

A run of entries of the results above:
SMILES	PKA-R2B activ	phage Ecoli inh	PKA-R1A activ
CN(Cc1c(C(=O)N/N=C/c2ccccc2O)nnn1-c1nonc1N)C1CCCCC1	-8	3.7	3
O=c1[nH]nc(-c2cc(-c3ccccc3)nc3ccccc23)o1	-10	4.1	-6
CCc1nc2c(=O)[nH]cnc2o1	2	2.2	12
COc1ccc(N)cc1NC(=O)CN1CCOCC1	-4	3.0	8

(list continues)
SMILES	PKA-R2B activ	phage Ecoli inh	PKA-R1A activ
COc1ccc(OCc2nnc(SCC(=O)Nc3oc(C)c4c(C)n[nH]c(=O)c34)n2C)cc1	-2	0.3	0
Cc1ccc(S(=O)(=O)N2C[C@H]3C(=O)C[C@@H](c4cccc(Cl)c4)N(S(=O)(=O)c4ccc(C)cc4)[C@H]3C[C@H]2c2ccccc2)cc1	2	1.7	2
Cc1ccccc1CN(C)C[C@@H]1OCc2cnnn2CCCC(=O)N([C@H](C)CO)C[C@H]1C	4	2.7	2
COc1ccc(CN2C(=O)C(CC(=O)NCCCN(C)C)CC(C(=O)N(C(C)C)C(C)C)=C2C)cc1 (stereo not drawn)	1	0.2	-1
CCC[C@H]1CN(c2ccc(OC)cc2)C(=O)[C@@H]1CC(=O)Nc1ccccc1	5	3.4	3
O=C(O)c1ccc(CNC(=O)c2ccc(S(=O)(=O)N3CCCC3)cc2)cc1	7	1.6	6

Quoted at random: 2 entries already listed
SMILES	PKA-R2B activ	phage Ecoli inh	PKA-R1A activ
CCC[C@H]1CN(c2ccc(OC)cc2)C(=O)[C@@H]1CC(=O)Nc1ccccc1	5	3.4	3
O=C(O)c1ccc(CNC(=O)c2ccc(S(=O)(=O)N3CCCC3)cc2)cc1	7	1.6	6

Only part of the results is shown, so the mix of outcomes need not match the whole.
